D1 PAM: Potentiators of Human D1 Dopamine Receptor: qHTS. HEK293 TREx D1 cells, calcium flux, dopamine EC20 potentiation. potentiation, % at 10 µM. hit rate 0.036% among 360,000; in the data active = potentiation above about 30%; note: 0% is about no effect
D1 ag: Allosteric Agonists of the Human D1 Dopamine Receptor: qHTS; activation, % at 2 µM; D(1A) dopamine receptor (Homo sapiens), P21728; HEK293 T-REx D1 cells, calcium flux, agonist mode; hit rate 1% among 360,000; note: 0% is about no effect
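Tetracycline-induced HEK293 TREx D1 cells, force-coupled to calcium signalling, were dye-loaded with a no-wash calcium kit. Compound was pin-added after a 10 s baseline. Fluorescence was read kinetically at 1 cycle/s for 180 s, with calcium rises flagged as agonism.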
RXFP1 antag: qHTS Assay for Antagonists of the Relaxin Receptor RXFP1. HEK293-RXFP1, relaxin-stimulated cAMP HTRF, 30 min; stronger effect = lower value. activity change, negative = inhibition, % at 57.5 µM. hit rate 0.59% among 350,000;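 active = activity change of -60% or lower, but not beyond a set lower limit; inconclusive = change between -60% and -40%, or beyond the set limit; inactive = change above -40%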; note: % is set by controls: 0 for no effect and ±100 for the full control effect
Target sequence (Q9HBX9 whole entry, looked up): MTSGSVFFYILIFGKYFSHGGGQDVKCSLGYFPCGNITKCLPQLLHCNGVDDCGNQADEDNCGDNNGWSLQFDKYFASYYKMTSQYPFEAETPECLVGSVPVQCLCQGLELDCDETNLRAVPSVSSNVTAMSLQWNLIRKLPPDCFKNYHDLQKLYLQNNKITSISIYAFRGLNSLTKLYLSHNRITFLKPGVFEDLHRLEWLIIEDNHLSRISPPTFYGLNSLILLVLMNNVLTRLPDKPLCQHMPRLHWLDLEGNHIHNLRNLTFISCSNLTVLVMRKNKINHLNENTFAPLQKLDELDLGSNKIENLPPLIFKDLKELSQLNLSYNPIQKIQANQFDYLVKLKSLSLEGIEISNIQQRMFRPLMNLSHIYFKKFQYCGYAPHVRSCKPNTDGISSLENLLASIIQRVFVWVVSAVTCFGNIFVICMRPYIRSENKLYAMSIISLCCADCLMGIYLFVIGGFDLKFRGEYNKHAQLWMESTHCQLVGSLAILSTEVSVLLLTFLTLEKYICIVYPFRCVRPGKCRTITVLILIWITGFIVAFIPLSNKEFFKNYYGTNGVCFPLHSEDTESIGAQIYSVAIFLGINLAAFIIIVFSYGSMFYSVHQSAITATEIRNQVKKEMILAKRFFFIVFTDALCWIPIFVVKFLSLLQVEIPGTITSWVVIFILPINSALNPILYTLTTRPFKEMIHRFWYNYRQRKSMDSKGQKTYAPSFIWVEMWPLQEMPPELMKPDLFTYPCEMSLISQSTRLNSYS
D1 antag: Antagonist of Human D 1 Dopamine Receptor: qHTS; D(1A) dopamine receptor (Homo sapiens), P21728; HEK293 TREx D1 cells, calcium flux, dopamine EC80; stronger effect = lower value; activity change, negative = inhibition, % at 10 µM; hit rate 3.2% among 360,000; in the data active = activity change below about -30%; note: % is set by controls: 0 for no effect and ±100 for the full control effect
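Compound effects on dopamine-evoked calcium signalling were measured in tetracycline-induced HEK293 Trex D1 cells. Dopamine at EC80 followed a 180 s compound pre-read, and fluorescence was tracked kinetically for 180 s more.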
TRHR agonist: qHTS for Small Molecule Agonists and Allosteric Enhancers of Human TRH Receptor: Primary Screen for Agonists. TRHR cells, calcium flux fluo-8, FDSS agonist mode. activation, % at 2 µM. Thyrotropin-releasing hormone receptor (Homo sapiens), P34981. hit rate 0.18% among 360,000; note: 0% is about no effect
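In this calcium-flux screen, cells bearing human TRHR are dye-loaded with fluo-8, baselined for 10 cycles, then exposed to library compounds; positive kinetic calcium responses during the agonist phase mark hits, with TRH as control.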
TRHR enhancer: qHTS for Small Molecule Agonists and Allosteric Enhancers of Human TRH Receptor: Primary Screen for Enhancers. TRHR cells, fluo-8 calcium fluorescence, EC20 TRH enhancement. enhancement, % at 2 µM. hit rate 0.66% among 360,000; in the data active = enhancement above about 30%; note: 0% is about no effect
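TRHR-expressing cells loaded with fluo-8 calcium dye were read kinetically (ex 480/em 530) during compound addition, then stimulated with an EC20 of TRH (10 nM final). Enhancement of the Gq-mediated intracellular calcium response was scored.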
D2 PAM: HTS Assay for Positive Allosteric Modulators of the Human D2 Dopamine Receptor: Primary Screen for Potentiators. D(2) dopamine receptor (Homo sapiens), P14416. HEK293 T-REx D2, calcium flux, EC20 dopamine potentiation. potentiation, % at 10 µM. hit rate 0.34% among 340,000. AID 485347, 2010;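 active = potentiation over 3 SD above the plate norm, cut at about 30% in these data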; note: 0% is about no effect
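Cells plated with tetracycline inducer and held overnight at 30 C; calcium dye loaded 30–90 min at room temperature; baseline taken, compound added and read 180 s; EC20 dopamine then added and read 180 s.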
D2 ag: HTS Assay for Allosteric Agonists of the Human D2 Dopamine Receptor: Primary Screen for Agonists | D(2) dopamine receptor (Homo sapiens), P14416 | HEK293 T-REx D2 cells, calcium flux agonist mode | activation, % at 2 µM | hit rate 0.53% among 340,000 | AID 485358, 2010;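 active = activation over 3 SD above normal in the single-dose calcium agonist read, cut at about 30% in these data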; note: 0% is about no effect
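Tetracycline-induced HEK293 Trex cells with D2 receptor force-coupled to calcium signaling, plated overnight at 30 C and loaded with no-wash calcium dye. Calcium flux read kinetically for 180 s after compound addition; responses flag agonists.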
D2 antagonist: HTS Assay for Allosteric Antagonists of the Human D2 Dopamine Receptor: Primary Screen for Antagonists; D(2) dopamine receptor (Homo sapiens), P14416; HEK293 TREx D2 cells, calcium flux, dopamine EC80; inhibition, % at 10 µM; hit rate 2% among 340,000; AID 485344, 2010; in the data active = inhibition above about 30%; note: 0% is about no effect
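Dopamine at EC80 is the agonist stimulus; test compounds precede it by 180 s. Calcium flux read kinetically in a force-coupled, inducible HEK293 T-REx D2 cell line.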
Active calls of the source: *; ? = inconclusive; nt = no result given; & = joins results of further samples. Cut-off read from the data, not from the text of the source, unless noted: active = activation above about 30%; inactive = the rest.

The line under a structure holds: D1 PAM, D1 ag, RXFP1 antag, D1 antag, TRHR agonist, TRHR enhancer, D2 PAM, D2 ag, D2 antagonist
> C=C(C)[C@@H]1CCC2(C(=O)O)CC[C@]3(C)[C@H](CC[C@@H]4[C@@]5(C)CCC(=O)C(C)(C)[C@@H]5CC[C@]43C)[C@@H]12 (some centres not stated)
 : -4, 0, nt, -5, 0.4, 3, -3, 0.3, -1
> CN1CCN(c2ccc(S(=O)(=O)N3CCOCC3)cc2NC(=O)Cc2ccccc2F)CC1
 : -4, 2, 10, 0, 0.2, -1, -9, -0.6, -1
> COc1cccc(NC2=C(NCCO)C(=O)c3ccccc3C2=O)c1
 : -19, 4, -28, -11, -0.8, 4, 1, 1.3, -7
> CCOc1ccccc1NC(=O)N1CCCC(c2nc(-c3ccc(C)o3)no2)C1 (configuration not stated)
 : -2, 1, -5, -11, 0.1, 21, -13, 0.6, 2
> CC(C)c1nc2oc3c(N(C)CCO)ncnc3c2c2c1CCC2
 : -1, 5, -14, 12, -0.7, 5, 4, 0.8, -6
> O=C(/C=C/c1ccc(N2CCCCC2)c([N+](=O)[O-])c1)c1ccc(O)cc1
 : -6, 4, -27, 6, -1.3, 3, -3, -0.8, -6
> O=c1/c(=C/c2ccccn2)sc2n1CN(c1ccccc1)CN=2
 : 4, 1, -5, 9, -0.4, -4, -5, 1.9, -4
> O=C(NCc1ccc2c(c1)OCO2)C(=O)NCC1OCCN1S(=O)(=O)c1ccc(Cl)cc1 (configuration not stated)
 : -3, 3, 4, -31*, -0.6, -4, -2, 0.1, -1
> Cc1nnc(SCC(=O)NC2CCCCCC2)n1C
 : -3, 4, 8, 6, 0.2, 6, 4, -0.6, 4
> Cc1csc(=O)n1CC(=O)OCC(=O)N(CC(C)C)c1c(N)n(Cc2ccccc2)c(=O)[nH]c1=O
 : -2, 3, 9, -2, 0.6, -5, 0, 0.3, 10
> CCCn1c(CCC(=O)Nc2ccc(C)c(Cl)c2)nc2cccnc21
 : -2, -2, -8, -2, -0.8, -3, -26, -1.1, nt
> CCn1ccc(C(=O)Oc2ccc(C(C)C)cc2)n1
 : -9, 2, 13, -24, -0.1, -4, 20, -0.1, -18
> CCOc1ccc(N2C(=O)C3C(c4ccc(O)cc4)NC(CCSC)(C(=O)OC)C3C2=O)cc1 (configuration not stated)
 : 1, 1, 1, 0, 0.5, 2, -3, 0.5, -13
> Nc1ccc(C(=O)N(CCO)CCO)cc1
 : -2, 1, -6, -7, 0.3, 1, 2, 0.4, 7
> O=c1c2sccc2n(Cc2cc(=O)n3cc(Cl)ccc3n2)c(=O)n1-c1ccccc1
 : 0, 4, -19, 2, -0.9, 0, 3, -0.9, nt
> Cc1ccc(C)c(OCCCCCn2ccnc2)c1
 : -4, 7, -9, -3, -0.1, -4, 1, 0.2, -8
> CCn1ccnc1CN(C)C(=O)C1CCC(=O)N(Cc2cccc(C(F)(F)F)c2)C1 (configuration not stated)
 : 2, 2, 10, -6, 0.2, 7, nt, nt, nt
> COc1cccc(-c2cc(C(=O)NCc3cccs3)no2)c1
 : -6, 7, -13, -5, -0.1, -12, -10, 0.9, -2
> CN(CC(=O)Nc1cccc(F)c1)C(=O)/C=C/c1ccc(Br)s1
 : -3, 1, 3, -2, 0.2, 4, -14, 0.1, -1
> O=C1C=C(c2ccc(C(=O)O)cc2)C[C@@H](c2ccc(Cl)cc2)C1
 : -1, 0, nt, -5, -0.1, -3, -1, -0.2, 5
> Cc1cc(Nc2ccccc2)n(CCC#N)n1
 : 2, 2, 4, 6, 0.2, -3, -1, 0.5, 0
> O=C(Nc1nnc(-c2ccccc2)s1)c1cccc(S(=O)(=O)N2CCOCC2)c1
 : -4, 2, -8, -9, 0.0, 6, 6, 0.5, -28
> O=C(N/N=C/c1ccc(Sc2ccccn2)o1)c1cccc([N+](=O)[O-])c1
 : -2, 1, 5, 12, 0.2, -2, -8, -1.0, 1
> CC(=O)Nc1ccc(S(=O)(=O)Nc2nc3ccccc3nc2Nc2cccc(O)c2)cc1
 : -2, 3, -16, -6, 0.0, 0, 5, nt, -3
> CCCCNC(=O)CC1SC(=NCC)N(CC)C1=O (configuration not stated)
 : 1, 0, -1, -1, -0.5, 4, 2, 0.3, 4
> Nc1c(/C=C2\C=Nc3ccccc32)c(=O)nc2sc(CC(=O)N3CCOCC3)nn12
 : -1, 1, -18, 3, 1.6, -2, -15, 0.0, 8
> Cc1ccc2ncc(S(=O)(=O)c3ccccc3)c(N3CCCCC3C)c2c1 (configuration not stated)
 : -1&-3, 4&6, -20, 16&32, -0.2&-0.3, -6&5, 10&3, -0.1&-0.5, 3
> O=C(c1ccc(-c2nnc(Nc3ccccc3)c3ccccc23)cc1)N1C[C@H]2C[C@H](C1)c1cccc(=O)n1C2
 : -5, 3, -5, 11, 0.1, -2, -6, 0.1, 7
> CC(C)CCOc1ccc(C2CC(=O)N(C)C2=O)cc1 (configuration not stated)
 : -9, 1, 3, -11, -0.8, -7, -11, -0.3, 11
> Oc1ccc(-c2nnc(-c3ccc(O)cc3)nn2)cc1
 : -4, 3, -13, -1, -0.4, -1, 12, 0.3, -8
> COc1ccc(-c2[nH]c(-c3ccccc3)nc2SCC(=O)Nc2ccc3c(c2)OCCO3)cc1
 : 7, 1, -26, 10, -1.0, -9, 1, -0.9, nt
> CC1=NOC(=O)/C1=C\c1ccc(-c2cccc(Cl)c2)o1
 : -4, 1, nt, -51*, 2.0, -14, -3, 2.1, -22
> CCOc1ccc(CN(C)C(=O)c2cc(S(=O)(=O)N3CCCC3)ccc2C)cc1
 : -7, 7, -7, -6, 0.7, 9, 16, -1.1, -12
> CC(=O)Nc1cccc(NC(=O)Nc2ccc(C(C)=O)cc2)c1
 : -6, 1, -7, -4, 0.8, -2, -9, 0.0, -4
> NC(=O)NC(Cc1ccccc1)c1ccccc1 (configuration not stated)
 : -10, 2, -10, 2, 0.3, 5, 19, 0.3, -4
> S=C(S)N1CCCC1
 : 0, 0, nt, -9, 0.0, -1, 11, 0.4, 5
> O=C(CN1CCN(C(=O)c2ccco2)CC1)Nc1ccc(Cl)c(C(F)(F)F)c1
 : -15, 14, -11, -9, -0.5, -1, 0, -0.3, 1
> CC(=O)N1CCOc2ccc(S(=O)(=O)N3CCC(C)CC3)cc21
 : -1, 4, -6, 5, -0.5, -4, -2, -1.1, 0
> Cc1cnc(C(=O)NCCc2ccc(C(F)(F)F)cc2)cn1
 : -5, 2, 1, -15, -0.8, 2, 15, 1.4, 8
> O=C(CNc1ccc(F)cc1)c1ccccc1
 : -6, 3, -24, -14, 1.4, 1, nt, nt, nt
> CCCc1nnc(NC(=O)c2cn(CC)c3cc(N4CCN(C)CC4)c(F)cc3c2=O)s1
 : 0, 2, 3, -6, -0.3, -10, nt, nt, nt
> CC(CNC(=O)CN1C(=O)COc2ccc(S(=O)(=O)N3CCCCCC3)cc21)c1ccccc1 (configuration not stated)
 : -6, 2, 14, -8, -0.4, -3, 1, -0.3, nt
> CC(C)Cn1c(=O)oc2ccccc21
 : -6, 1, ?, -9, -0.4, 15, 0, 0.5, -16
> COc1ccc(N2C(=O)c3ccccc3NC2c2ccc(OC)c(Cn3cc([N+](=O)[O-])cn3)c2)cc1 (configuration not stated)
 : -9, 0, 4, -38*, -0.7, -1, 4, -0.7, -4
> OC1(c2ccccn2)COc2ccccc2O1 (configuration not stated)
 : 10, 5, -3, 3, 0.4, -9, 4, -0.1, 25
> Nc1ccc2nc(-c3ccc(N)c(Cl)c3)[nH]c2c1
 : 3, 2, -5, 3, -0.3, 0, -3, 0.1, -12
> CNc1c(NS(=O)(=O)c2ccc(OC)c(Cl)c2)c(=O)oc2ccccc12
 : -6, 0, -21, 15, -0.1, -12, -1, -0.2, -5
> CCOC(=O)C1(C)C=C(Nc2cccc(C(=O)O)c2)C(=O)N1c1cccc(C(=O)O)c1 (configuration not stated)
 : 0, 3, nt, 0, 0.0, 4, -7, -0.5, nt
> Cc1c(C(=O)N2CCC(C)CC2)c(S(=O)(=O)NCc2ccccc2)c(C)n1C
 : 1, 2, 3, 4, 0.6, -8, -1, 1.5, nt
> CN(Cc1ccc(C(F)(F)F)cc1)C(=O)C1CCC(=O)N(C2CC2)C1 (configuration not stated)
 : -5, 1, -2, -2, 0.0, -3, 8, -0.6, -3
> CN(CC(=O)NCc1cccs1)S(=O)(=O)c1cccc2cccnc12
 : nt, 1, nt, 7, -0.1, -5, 26, -0.8, 17

Among those listed so far, 8 contain a Cl atom.
The line under a structure holds: D1 PAM, D1 ag, RXFP1 antag, D1 antag, TRHR agonist, TRHR enhancer, D2 PAM, D2 ag, D2 antagonist
> O=C(NCc1ccc2c(c1)OCO2)C(=O)NCC1OCCN1S(=O)(=O)c1ccc(Cl)cc1 (configuration not stated)
 : -3, 3, 4, -31*, -0.6, -4, -2, 0.1, -1
> CCCn1c(CCC(=O)Nc2ccc(C)c(Cl)c2)nc2cccnc21
 : -2, -2, -8, -2, -0.8, -3, -26, -1.1, nt
> O=c1c2sccc2n(Cc2cc(=O)n3cc(Cl)ccc3n2)c(=O)n1-c1ccccc1
 : 0, 4, -19, 2, -0.9, 0, 3, -0.9, nt
> O=C1C=C(c2ccc(C(=O)O)cc2)C[C@@H](c2ccc(Cl)cc2)C1
 : -1, 0, nt, -5, -0.1, -3, -1, -0.2, 5
> CC1=NOC(=O)/C1=C\c1ccc(-c2cccc(Cl)c2)o1
 : -4, 1, nt, -51*, 2.0, -14, -3, 2.1, -22
> O=C(CN1CCN(C(=O)c2ccco2)CC1)Nc1ccc(Cl)c(C(F)(F)F)c1
 : -15, 14, -11, -9, -0.5, -1, 0, -0.3, 1
> Nc1ccc2nc(-c3ccc(N)c(Cl)c3)[nH]c2c1
 : 3, 2, -5, 3, -0.3, 0, -3, 0.1, -12
> CNc1c(NS(=O)(=O)c2ccc(OC)c(Cl)c2)c(=O)oc2ccccc12
 : -6, 0, -21, 15, -0.1, -12, -1, -0.2, -5

Screening data deposited in PubChem BioAssay by National Center for Advancing Translational Sciences (NCATS).
